From PubChem BioAssay
Vc quorum ag – induces V. cholerae light production without autoinducers | V. cholerae BH1578 lux reporter, luminescence, 6 h | activation, % at 18.7 µM | 350,000 compounds, 0.16% hits | AID 588436; in the data active = activation mostly above about 9.7%, no sharp cut-off; also: not every result past the cut was called active; inactives centre near 0; reference of the scale not given here
Mtb UGM inh – inhibitors of M. tuberculosis UDP-galactopyranose mutase | purified UGM, fluorescence polarization probe displacement | 320,000 compounds, 0.06% hits | inhibition, % at 10 µM | AID 504406 | P9WIQ1; in the data active = inhibition above about 10%, passing the limit was not always enough
Target sequence (P9WIQ1 whole entry, looked up): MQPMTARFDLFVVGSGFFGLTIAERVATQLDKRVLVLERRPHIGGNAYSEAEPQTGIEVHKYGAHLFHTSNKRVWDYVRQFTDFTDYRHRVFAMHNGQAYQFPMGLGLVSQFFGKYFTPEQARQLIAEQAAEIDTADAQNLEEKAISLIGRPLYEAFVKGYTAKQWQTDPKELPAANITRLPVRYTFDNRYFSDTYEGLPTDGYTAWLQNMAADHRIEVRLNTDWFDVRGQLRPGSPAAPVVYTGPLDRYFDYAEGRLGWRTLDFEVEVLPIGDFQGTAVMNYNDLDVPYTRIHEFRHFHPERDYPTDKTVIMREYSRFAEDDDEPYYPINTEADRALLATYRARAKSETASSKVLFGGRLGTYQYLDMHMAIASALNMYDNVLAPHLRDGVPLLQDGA
BioA inh – inhibitors of Mycobacterium tuberculosis BioA enzyme. AID 602481. inhibition, % at 9.99 µM. 360,000 compounds, 0.096% hits. purified M. tuberculosis BioA enzyme, plate reader; in the data active = inhibition above about 40%
Rv3671c inh – Rv3671c (M. tuberculosis) protease inhibition; inhibition, % at 5.96 µM; AID 2606; 320,000 compounds, 0.048% hits; in the data active = inhibition above about 38%;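 also: extracellular domain of Rv3671c used as enzyme; 0% = enzyme with DMSO and 100% = no enzyme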
PriA SSB inh – blocks PriA binding to SSB C-terminal tail; AlphaScreen SSBct-PriA binding, biotinylated peptide; inhibition, % at 33 µM; 430,000 compounds, 0.6% hits; in the data active = inhibition mostly above about 37%, no sharp cut-off; inactive = mostly below about 20%;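 also: plate controls were negative control peptide for no effect and reference peptide for full effect; strong numbers were not always called active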
GDH-TPI inh – GDH-TPI coupled enzyme inhibition counter-screen. inhibition, % at 4.8 µM. GDH-TPI coupled enzyme counterscreen, NADH absorbance. 360,000 compounds, 1.2% hits; in the data active = inhibition above about 30%;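 also: 0% = DMSO wells and 100% = wells lacking the enzyme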
FBA Mtb inh – inhibits M. tuberculosis FBA enzyme; inhibition, % at 1 µM; P9WQA3; AID 588726; purified M. tuberculosis FBA, fluorescence read-out; 360,000 compounds, 2.3% hits; in the data active = inhibition above about 27%;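 also: 0% = vehicle and 100% = reference inhibitor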
Target sequence (P9WQA3 whole entry, looked up): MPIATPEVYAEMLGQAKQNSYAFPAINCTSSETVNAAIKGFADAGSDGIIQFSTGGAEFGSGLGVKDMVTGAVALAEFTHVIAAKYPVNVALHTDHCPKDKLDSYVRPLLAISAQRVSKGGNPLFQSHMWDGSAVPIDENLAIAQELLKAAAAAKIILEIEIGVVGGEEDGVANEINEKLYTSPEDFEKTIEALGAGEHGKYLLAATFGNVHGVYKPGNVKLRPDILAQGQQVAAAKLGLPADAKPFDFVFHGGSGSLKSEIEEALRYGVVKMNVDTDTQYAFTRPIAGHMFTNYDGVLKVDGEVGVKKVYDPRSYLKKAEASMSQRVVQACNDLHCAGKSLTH
SARS 3CLpro inh – SARS-CoV 3CLpro protease inhibition; AID 1706; P0C6X7; inhibition, % at 6 µM; 290,000 compounds, 0.14% hits; recombinant SARS-CoV 3CLpro, quenched FRET peptide cleavage; in the data active = inhibition above about 12%
MazEF act – increases E. coli MazEF RNase cleavage of RNA; P0AE70; FAM/BHQ RNA-DNA oligo cleavage fluorescence, 5 h; activation, % at 20 µM; 350,000 compounds, 0.32% hits; AID 504720; in the data active = activation above about 50%
Target sequence (P0AE70 whole entry, looked up): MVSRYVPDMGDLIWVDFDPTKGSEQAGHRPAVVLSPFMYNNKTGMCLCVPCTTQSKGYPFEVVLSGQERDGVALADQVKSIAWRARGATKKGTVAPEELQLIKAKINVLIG
DUSP3 inh – DUSP3 (human) phosphatase inhibition. P51452. recombinant VHR phosphatase, pNPP absorbance. inhibition, % at 13.3 µM. 290,000 compounds, 0.52% hits; in the data active = inhibition above about 50%; also: some compounds called inactive have numbers as strong as hits
Target sequence (P51452 whole entry, looked up): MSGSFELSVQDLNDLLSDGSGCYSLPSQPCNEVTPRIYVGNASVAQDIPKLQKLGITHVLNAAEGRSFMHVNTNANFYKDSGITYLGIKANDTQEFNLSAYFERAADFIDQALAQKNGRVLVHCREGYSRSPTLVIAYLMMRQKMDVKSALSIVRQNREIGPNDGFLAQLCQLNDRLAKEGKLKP
Numbers without * were called inactive. The list is partial; count on the stated rates, not on these rows.

Screening CCc1ccc(C(=O)COC(=O)CNC(=O)c2ccco2)cc1 returned Vc quorum ag -0.3, Mtb UGM inh -0.6, Rv3671c inh 2, PriA SSB inh -16, GDH-TPI inh -16, FBA Mtb inh 3, SARS 3CLpro inh 1, MazEF act 1 and DUSP3 inh 25.
For O=CN1CCN(C(=O)c2cc3cc(Cl)ccc3[nH]2)CC1 the results were Vc quorum ag inactive, Mtb UGM inh 0.8, BioA inh 0.0, Rv3671c inh -4, PriA SSB inh -7, GDH-TPI inh -23, FBA Mtb inh -2, SARS 3CLpro inh 3, MazEF act 3 and DUSP3 inh 14.
CN1CCN(C(=O)c2ccc(-c3cccs3)s2)CC1 was read as Vc quorum ag -0.4, Mtb UGM inh 0.0, BioA inh 9.0, Rv3671c inh -4, PriA SSB inh 0, GDH-TPI inh 13, FBA Mtb inh 50*, SARS 3CLpro inh 2, MazEF act 3 and DUSP3 inh 17.
Screening CC(C)(C)CC(=O)Nc1nnc(SCC(=O)NC2CCCC2)s1 returned Vc quorum ag -2.6, Mtb UGM inh -0.4, BioA inh -0.2, Rv3671c inh -25, PriA SSB inh 1, GDH-TPI inh 1, FBA Mtb inh 2, SARS 3CLpro inh -10, MazEF act 12 and DUSP3 inh 1.
For COc1cccc(CNC(=O)C2CCN(S(=O)(=O)c3cccs3)CC2)c1 the results were Vc quorum ag inactive, Mtb UGM inh -0.2, BioA inh -0.3, Rv3671c inh -3, PriA SSB inh -1, GDH-TPI inh 1, FBA Mtb inh 2, SARS 3CLpro inh 0, MazEF act 8 and DUSP3 inh 2.
CCOc1ccc(OCC)c(S(=O)(=O)NCc2ccccn2)c1 was read as Vc quorum ag inactive, Mtb UGM inh 0.6, BioA inh -0.9, Rv3671c inh 5, PriA SSB inh -10, GDH-TPI inh 9, FBA Mtb inh -2, SARS 3CLpro inh 5, MazEF act 1 and DUSP3 inh 17.
Cc1ccc2cc(/C=N/NC(=O)[C@H](C)NC(=O)OC(C)(C)C)c(Cl)nc2c1 was read as Vc quorum ag -0.3, Mtb UGM inh -3.0, Rv3671c inh -4, GDH-TPI inh 11, FBA Mtb inh -1, SARS 3CLpro inh 2, MazEF act 7 and DUSP3 inh 8.
CCN(c1ccc(OC)cc1)S(=O)(=O)c1nnc(NC(=O)C2CCCCC2)s1 was read as Vc quorum ag inactive, Mtb UGM inh -0.4, BioA inh -0.8, Rv3671c inh 0, PriA SSB inh -9, GDH-TPI inh 3, FBA Mtb inh -3, SARS 3CLpro inh -5, MazEF act 7 and DUSP3 inh -9.
Screening Cc1ccccc1OCC(=O)N(Cc1cccc(F)c1)C1CCS(=O)(=O)C1 (centres undefined) returned Vc quorum ag 3.8, Mtb UGM inh -1.4, BioA inh 1.5, Rv3671c inh -6, PriA SSB inh -5, GDH-TPI inh -2, FBA Mtb inh 2, SARS 3CLpro inh -4, MazEF act 5 and DUSP3 inh 18.
Screening C/C=C/COC(=O)c1[nH]c2c(c1C)C(=O)CC(c1ccco1)C2 (centres undefined) returned Vc quorum ag inactive, Mtb UGM inh 0.4, BioA inh -0.3, Rv3671c inh -10, PriA SSB inh 5, GDH-TPI inh 7, FBA Mtb inh 0, SARS 3CLpro inh -8, MazEF act -19 and DUSP3 inh 16.
For CC(=O)Nc1ccc(NC(=O)CSc2nnc(NC(=O)c3ccc(Br)o3)s2)cc1 the results were Vc quorum ag inactive, Mtb UGM inh -0.7, BioA inh -0.5, Rv3671c inh -7, PriA SSB inh 1, GDH-TPI inh 26, FBA Mtb inh 4, SARS 3CLpro inh 1, MazEF act -8 and DUSP3 inh 37.
`CC(=O)C[C@@H](O)CC(=O)[C@@H]1OC(=O)CCCCCc2ccccc21` gave Vc quorum ag -0.6, BioA inh 0.3, Rv3671c inh -2, PriA SSB inh -11, GDH-TPI inh 5, FBA Mtb inh -2 and MazEF act 1.
COc1ccc(/C=C/C(=O)Nc2cccnc2)cc1OC was read as Vc quorum ag inactive, Mtb UGM inh 2.1, Rv3671c inh -5, PriA SSB inh -24, GDH-TPI inh 18, FBA Mtb inh 10, SARS 3CLpro inh 3, MazEF act 7 and DUSP3 inh 14.
For Cc1ccnc(NS(=O)(=O)c2ccc3ccccc3c2)n1 the results were Vc quorum ag inactive, Mtb UGM inh 1.2, BioA inh -2.2, Rv3671c inh 0, PriA SSB inh -27, GDH-TPI inh 6, FBA Mtb inh 1, SARS 3CLpro inh -1, MazEF act -5 and DUSP3 inh 27.
CC(NC(=O)C1CCC(CNc2c(N3CCCCC3)c(=O)c2=O)CC1)c1ccccc1 (centres undefined) was read as Vc quorum ag -0.4, Mtb UGM inh 3.4, BioA inh -3.1, Rv3671c inh 0, PriA SSB inh -5, GDH-TPI inh 16, FBA Mtb inh -6, SARS 3CLpro inh 3, MazEF act 4 and DUSP3 inh -5.
Screening Cc1cc(NC(=O)c2c(F)cccc2F)n(-c2nc3ccccc3[nH]2)n1 returned Vc quorum ag inactive, Mtb UGM inh -1.4, BioA inh -0.1, Rv3671c inh -24, PriA SSB inh -2, GDH-TPI inh 1, FBA Mtb inh 2, SARS 3CLpro inh -1, MazEF act -3 and DUSP3 inh 38.
O=C(CSCc1c(Cl)cccc1Cl)NN=C1CCCC1 was read as Vc quorum ag -0.9, Mtb UGM inh 2.2, Rv3671c inh -3, PriA SSB inh -2, GDH-TPI inh 8, FBA Mtb inh 2, SARS 3CLpro inh 0, MazEF act 3 and DUSP3 inh -14.
Screening CCc1ccc(NC(=O)Cc2ccc(OC)cc2)cc1 returned Mtb UGM inh 1.7, Rv3671c inh -11, SARS 3CLpro inh 6 and DUSP3 inh -1.
For Cc1ccccc1P(=O)(c1ccccc1)c1ccccc1C the results were Vc quorum ag inactive, BioA inh -0.2, GDH-TPI inh -2, FBA Mtb inh 0 and MazEF act -22.
COc1ccc(OCCSc2nc(C)nc3ccccc23)cc1 was read as Vc quorum ag 0.7, Mtb UGM inh -0.2, Rv3671c inh -4, PriA SSB inh -14, GDH-TPI inh 0, FBA Mtb inh 5, SARS 3CLpro inh 1, MazEF act -6 and DUSP3 inh 20.
`CC(=O)c1ccc(OCCCC(=O)Nc2cc(Cl)ccc2-n2cncn2)cc1` gave Vc quorum ag inactive, Mtb UGM inh 2.2, BioA inh -0.4, Rv3671c inh 6, PriA SSB inh 18, GDH-TPI inh 9, FBA Mtb inh -1, SARS 3CLpro inh 2, MazEF act -2 and DUSP3 inh 10.
`COc1ccc(-n2nc(C(=O)NCC(=O)N3CCOCC3)c3ccccc3c2=O)cc1OC` gave Vc quorum ag -0.1, Mtb UGM inh -1.7, Rv3671c inh 4, PriA SSB inh 3, GDH-TPI inh 3, FBA Mtb inh -1, SARS 3CLpro inh -4, MazEF act 11 and DUSP3 inh 10.
`CC(C)CC(N)c1csc(NC(=O)NCCc2ccccc2)n1` (centres undefined) gave Vc quorum ag -0.3, BioA inh 3.0, GDH-TPI inh 14 and FBA Mtb inh 3.
`N#CCSc1nc2ccc(N3CCCCC3)cc2c(=O)n1Cc1ccccc1` gave Vc quorum ag -1.0, Mtb UGM inh 1.1, BioA inh 1.9, Rv3671c inh 11, PriA SSB inh -7, GDH-TPI inh 18, FBA Mtb inh 3, SARS 3CLpro inh 7, MazEF act 10 and DUSP3 inh 21.
COc1ccc(-n2ncc3c(NCc4ccco4)ncnc32)cc1 was read as Vc quorum ag 0.2, Mtb UGM inh -2.2, BioA inh 26, Rv3671c inh 0, PriA SSB inh -10, GDH-TPI inh 5, FBA Mtb inh 2, SARS 3CLpro inh -3, MazEF act 5 and DUSP3 inh 18.
`COc1ccc(OCCN2CCC(C(=O)NC(c3ccc(Cl)cc3)c3ncccc3C)CC2)cc1` (centres undefined) gave Vc quorum ag inactive, BioA inh 0.0, GDH-TPI inh -6 and FBA Mtb inh -2.
Screening O=C(N/N=C/c1cccc(O)c1)c1ccc(COc2ccccc2Br)cc1 returned Vc quorum ag -0.3, Mtb UGM inh -3.5, Rv3671c inh -225, GDH-TPI inh 0, FBA Mtb inh 1, SARS 3CLpro inh 6, MazEF act 2 and DUSP3 inh 8.
COc1cccc(/C=N/NC(=O)CNC(=O)COc2ccccc2)c1O was read as Vc quorum ag 0.5, Mtb UGM inh 0.9, Rv3671c inh 4, GDH-TPI inh 5, FBA Mtb inh 7, SARS 3CLpro inh -1, MazEF act -5 and DUSP3 inh -2.
`CCCCOC(=O)Cn1c(=N)n(CCN(CC)CC)c2ccccc21` gave Vc quorum ag -18, Mtb UGM inh -1.4, BioA inh 9.2, Rv3671c inh 2, PriA SSB inh 4, GDH-TPI inh -8, FBA Mtb inh 7, SARS 3CLpro inh -3, MazEF act 0 and DUSP3 inh 6.
For Cc1ccc(C(=O)N2N=C(c3ccc(NS(C)(=O)=O)cc3)CC2c2cccs2)cc1 (centres undefined) the results were Vc quorum ag 1.2, Mtb UGM inh 0.3, BioA inh 3.9, Rv3671c inh -5, PriA SSB inh -1, GDH-TPI inh 26, FBA Mtb inh 1, SARS 3CLpro inh 3, MazEF act 7 and DUSP3 inh 27.

Looked up one by one from the list above:
For O=CN1CCN(C(=O)c2cc3cc(Cl)ccc3[nH]2)CC1 the results were Vc quorum ag inactive, Mtb UGM inh 0.8, BioA inh 0.0, Rv3671c inh -4, PriA SSB inh -7, GDH-TPI inh -23, FBA Mtb inh -2, SARS 3CLpro inh 3, MazEF act 3 and DUSP3 inh 14.
O=C(CSCc1c(Cl)cccc1Cl)NN=C1CCCC1 was read as Vc quorum ag -0.9, Mtb UGM inh 2.2, Rv3671c inh -3, PriA SSB inh -2, GDH-TPI inh 8, FBA Mtb inh 2, SARS 3CLpro inh 0, MazEF act 3 and DUSP3 inh -14.
For Cc1ccc(C(=O)N2N=C(c3ccc(NS(C)(=O)=O)cc3)CC2c2cccs2)cc1 (centres undefined) the results were Vc quorum ag 1.2, Mtb UGM inh 0.3, BioA inh 3.9, Rv3671c inh -5, PriA SSB inh -1, GDH-TPI inh 26, FBA Mtb inh 1, SARS 3CLpro inh 3, MazEF act 7 and DUSP3 inh 27.

Going on with the list:
`COc1ccccc1/C=C/C(=O)NCC(=O)N/N=C(/C)c1ccc(Cl)cc1` gave Vc quorum ag inactive, Mtb UGM inh 0.0, BioA inh -0.7, Rv3671c inh -6, GDH-TPI inh 6, FBA Mtb inh 8, SARS 3CLpro inh 1, MazEF act 4 and DUSP3 inh -6.
For COc1ccc(NC(=O)c2cc(C3CCCCN3C(=O)c3ccccc3)on2)c(C)c1 (centres undefined) the results were Vc quorum ag 0.1, BioA inh 2.0, GDH-TPI inh -2 and FBA Mtb inh -1.
Screening Cc1ccc(S(=O)(=O)N2CCCC2C(=O)NCCc2nc3ccccc3[nH]2)cc1 (centres undefined) returned Vc quorum ag -0.4, Mtb UGM inh -0.7, BioA inh 0.8, Rv3671c inh -4, PriA SSB inh 0, GDH-TPI inh 6, FBA Mtb inh -3, SARS 3CLpro inh -5, MazEF act 11 and DUSP3 inh 18.
Screening COc1cc2c(cc1OC)CN(C(=O)CCNS(=O)(=O)c1ccccc1F)CC2 returned Vc quorum ag -0.7, Mtb UGM inh -1.2, BioA inh -0.2, Rv3671c inh -2, PriA SSB inh -24, GDH-TPI inh -5, FBA Mtb inh 2, SARS 3CLpro inh -6, MazEF act 2 and DUSP3 inh 10.
`Cc1ccc2oc(-c3cccc(NC(=S)NC(=O)c4cccs4)c3)nc2c1` gave Vc quorum ag -0.2, Mtb UGM inh 2.3, BioA inh -0.6, Rv3671c inh -6, PriA SSB inh -15, GDH-TPI inh 4, FBA Mtb inh 4, SARS 3CLpro inh -2, MazEF act -6 and DUSP3 inh -4.
`O=C(c1ccc(S(=O)(=O)N2CCOCC2)cc1)N1CCN(S(=O)(=O)c2ccc(Cl)s2)CC1` gave Vc quorum ag -0.6, Mtb UGM inh 4.4, BioA inh -4.9, Rv3671c inh -7, PriA SSB inh -1, GDH-TPI inh 7, FBA Mtb inh 5, SARS 3CLpro inh -1, MazEF act 12 and DUSP3 inh 21.
O=C(Nc1cccc(C(F)(F)F)c1)c1cccnc1N1CCN(CCO)CC1 was read as Vc quorum ag -0.2, Mtb UGM inh 2.5, BioA inh -1.2, Rv3671c inh -4, PriA SSB inh -6, GDH-TPI inh -7, FBA Mtb inh 4, SARS 3CLpro inh -5, MazEF act 6 and DUSP3 inh -4.
